NadD inh: NadD (S. aureus) enzyme inhibition | purified NadD enzyme, colorimetric absorbance read-out | inhibition, % at 20 µM | 0.78% of 360,000 active | AID 602399; in the data active = inhibition above about 26%; also: some compounds past the cut are filed as inactive
Rin1 Abl inh: human Rin1-Abl interaction inhibition. P00519+Q13671. TR-FRET Rin1/Abl binding, biochemical. inhibition, % at 7.35 µM. 0.4% of 360,000 active. AID 588664; in the data active = inhibition above about 5%, passing the limit was not always enough
Rpn11 block: Rpn11 (human) deubiquitinase inhibition | AID 588493 | calls only at 20 µM | human 26S proteasome, Ub4-pepOG fluorescence polarization; 20S core pre-blocked with epoxomicin | 0.59% of 360,000 active;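 active = inhibition at 20 µM, scaled to each plate's controls, above about 33%, limit read from the data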
Neddyl block: inhibitors of human cullin neddylation; 0.58% of 360,000 active; AID 651699; calls only at 25 µM; P61081+Q13564; TR-FRET cullin neddylation, biochemical; in the data active = inhibition above about 36%
Target sequence (P61081 whole entry, looked up): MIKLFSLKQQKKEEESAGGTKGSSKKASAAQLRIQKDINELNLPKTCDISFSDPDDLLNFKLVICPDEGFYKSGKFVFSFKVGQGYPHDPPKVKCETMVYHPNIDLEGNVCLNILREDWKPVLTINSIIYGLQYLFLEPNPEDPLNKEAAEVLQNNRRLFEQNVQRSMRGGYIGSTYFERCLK
Target sequence (Q13564 whole entry, looked up): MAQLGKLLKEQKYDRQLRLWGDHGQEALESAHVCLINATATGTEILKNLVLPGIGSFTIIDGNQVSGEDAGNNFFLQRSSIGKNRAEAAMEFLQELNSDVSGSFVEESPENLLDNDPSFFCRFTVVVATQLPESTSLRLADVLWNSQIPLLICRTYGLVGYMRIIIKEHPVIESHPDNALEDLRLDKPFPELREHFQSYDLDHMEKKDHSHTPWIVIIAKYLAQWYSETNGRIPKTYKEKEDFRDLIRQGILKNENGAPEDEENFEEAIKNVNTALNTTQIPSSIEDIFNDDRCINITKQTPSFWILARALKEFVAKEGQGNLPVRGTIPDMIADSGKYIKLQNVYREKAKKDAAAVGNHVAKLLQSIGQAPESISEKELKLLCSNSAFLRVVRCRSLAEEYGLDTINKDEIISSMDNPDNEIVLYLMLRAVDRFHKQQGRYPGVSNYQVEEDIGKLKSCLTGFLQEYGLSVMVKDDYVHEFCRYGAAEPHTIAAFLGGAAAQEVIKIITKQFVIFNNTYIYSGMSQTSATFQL
MT1-MMP act inh: inhibitors of human MT1-MMP activation | P50281 | HT1080 RFP-PRO-GFP cells, GFP/RFP ratio fluorescence, overnight; percent of plate control window, DMSO zero | GFP/RFP ratio change, % at 20 µM | 0.061% of 360,000 active | AID 651647;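 active = GFP/RFP ratio change of at least 30% with cell ATP level not reduced by more than half and red fluorescence within 50% of control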; also: strong numbers were not always called active
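Test system: HT1080 RFP-PRO-GFP cells; Benchmarks: DMSO and RFP-L50D-GFP cell wells; Timing: cells overnight before dosing, compound overnight, 37 °C, 5% CO2; Compound: one 20 µM compound dose with 1% DMSO; Read-out: GFP/RFP fluorescence ratio.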
CSN deneddyl inh: CSN deneddylation inhibition. Purified CSN, SCF-Nedd8-OG deneddylation, fluorescence polarization. inhibition, % at 12.5 µM. 0.38% of 360,000 active. AID 651999;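 active = pattern-corrected inhibition above about 35%, with an unprinted fluorescence ratio check between 0.5 and 1.5, limit read from the data, passing the limit was not always enough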;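 also: 0% = enzyme with substrate and 100% = substrate without enzyme; some results filed as inactive read as strong as hits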
Target sequence (Q92905 whole entry, looked up, one chain of several): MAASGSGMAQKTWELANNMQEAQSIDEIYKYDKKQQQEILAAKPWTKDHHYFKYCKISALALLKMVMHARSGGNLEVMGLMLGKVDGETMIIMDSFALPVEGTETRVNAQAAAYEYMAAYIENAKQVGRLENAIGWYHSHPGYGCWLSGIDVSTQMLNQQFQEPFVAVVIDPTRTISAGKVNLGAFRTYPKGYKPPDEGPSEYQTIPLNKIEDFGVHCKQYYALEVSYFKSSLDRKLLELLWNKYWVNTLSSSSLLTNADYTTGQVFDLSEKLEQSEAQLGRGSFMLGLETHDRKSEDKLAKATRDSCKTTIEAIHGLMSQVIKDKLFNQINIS
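Assay system: Purified human Csn5 enzyme expressed in HEK293T cells | Amount: Enzyme 0.24 nM | Measured by: Fluorescence polarization readout | Medium: Tris/NaCl/DTT buffer, pH 7.5 | Compound dosing: One concentration, 12.5 µM, 0.25% DMSO | Times: 90 min incubation of compound, enzyme and substrate at room temperature | Control set: no-enzyme wells high, enzyme-with-substrate wells low | Read-out: % inhibition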
PABP1 MLLE inh: inhibitors of microRNA-mediated deadenylation, human PABP1 MLLE binding; GST-MLLE / FITC-PAM2 fluorescence polarization; 0.36% of 360,000 active; P11940; inhibition, % at 20 µM; in the data active = inhibition above about 35%, passing the limit was not always enough;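 also: plate controls were DMSO wells with GST-MLLE for no effect and wells lacking GST-MLLE protein for full effect; some results filed as inactive read as strong as hits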
FAS TE block: inhibitors of human fatty acid synthase thioesterase domain. P49327. recombinant FAS-TE, OMFH fluorogenic substrate, fluorescence endpoint. 0.67% of 360,000 active. inhibition, % at 15 µM;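 active = compounds whose normalised, plate-corrected inhibition of enzyme fluorescence in the single-dose primary screen is 50% or more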;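 also: 0% = DMSO with enzyme and 100% = substrate without enzyme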
SKN-1 inh: inhibitors of C. elegans SKN-1; AID 624304; inhibition, % at 21.8 µM; C. elegans VP596 Pgst-4::GFP/RFP ratio, acrylamide-induced, 24 h; 0.49% of 360,000 active;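 active = interference check ratio from 0.5 to 1.5 plus GFP to RFP signal ratio inhibition reaching or exceeding a fixed threshold, cut at about 30% in these data, passing the limit was not always enough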; also: some compounds called inactive have numbers as strong as hits
The depositor's hits bear a star; i = inactive; x = no result given. Not a hit list; any-hit rate near 3.9%.

SMILES | NadD inh | Rin1 Abl inh | Rpn11 block | Neddyl block | MT1-MMP act inh | CSN deneddyl inh | PABP1 MLLE inh | FAS TE block | SKN-1 inh
Cc1ccc(S(=O)(=O)N(CC(=O)N/N=C/c2cccc(C)c2)c2cccc3cccnc23)cc1 | 12 | -3 | i | i | -17 | 2 | 16 | 7 | 2
COC(=O)c1ccc(CNC(=O)CC[C@H]2O[C@@H](n3cc(C)c(=O)[nH]c3=O)C[C@@H]2O)cc1 | -3 | 2 | i | i | 2 | 1 | -1 | -6 | -2
CCc1ccc(CNC(=O)C(=O)NCC2CCCO2)cc1 (centres undefined) | -2 | 1 | i | i | 2 | 12 | -3 | -5 | -3
O=C(NCc1cccnc1)c1ccc(NC(=O)c2ccc([N+](=O)[O-])cc2)cc1 | -4 | 0 | i | i | 4 | -3 | 8 | 8 | -11
Cc1ccc(NC(=O)CSc2nc(C)c(C)c(C)n2)cc1S(=O)(=O)N1CCOCC1 | -2 | 0 | i | i | 1 | -3 | 24 | -4 | 20
O=C(COc1ccccc1)N1CCNC1=O | 2 | -1 | i | i | 5 | 1 | 11 | -4 | 19
COc1ccc(NC(=O)CN(C)C(=O)CC2CCCC2)cc1 | -4 | 1 | i | i | 5 | 1 | 13 | -1 | -20
CC(CNC(=O)CCC(=O)N1CCOc2ccccc21)c1ccccc1 (centres undefined) | -1 | -5 | i | i | 0 | -4 | 1 | -6 | 2
COc1ccc(CC(=O)Nc2cc(S(=O)(=O)N3CCCCC3)ccc2C)cc1 | 0 | -3 | i | i | 5 | -1 | 2 | 2 | 10
COc1cc(/C=C2/SC(=O)N(Cc3ccccc3)C2=O)ccc1OCc1ccncc1 | 5 | 2 | i | i | -57 | -2 | -2 | 4 | 9
O=c1c(-c2ccc(Br)cc2)[n+]([O-])c2ccccc2n1OCc1ccccn1 | -2 | 2 | i | i | 3 | 3 | -8 | -1 | 4
COCCN1C(=O)COc2ccccc2C1C(=O)NC1CCCC1 (centres undefined) | 2 | x | x | i | 6 | 3 | x | -11 | -7
CCCC1=NCCn2cccc21 | 6 | 0 | i | i | -2 | 4 | 8 | -3 | -15
COc1ccccc1CN(Cc1nc2ccccc2c(=O)[nH]1)S(=O)(=O)c1ccc2ccccc2c1 | 6 | 3 | i | i | -10 | -1 | -8 | 41 | -1
COc1ccc(Cc2nnc(NC(=O)CSc3ccc(C)cc3)s2)cc1 | 12 | 0 | i | i | -1 | 3 | -1 | 2 | -6
Cc1ccc(S(=O)(=O)N(C)C)cc1NC(=O)CSc1nc2ccccc2c(=O)n1CC1CCCO1 (centres undefined) | -2 | -1 | i | i | -5 | 2 | -14 | 6 | -4
COC(=O)N1C(=O)[C@](CC(C)C)(c2ccccc2)N1C(=O)OC | -1 | 2 | i | i | -2 | 7 | 11 | 85* | 9
CC(=O)Cn1c(N2CCC(Cc3ccccc3)CC2)nc2c1c(=O)[nH]c(=O)n2C | 5 | 4 | i | i | 1 | -8 | 1 | -22 | 0
Cc1nc(N2CCN(c3ccccn3)CC2)c2c(C)c(C(=O)Nc3c(F)cc(F)cc3Br)sc2n1 | 20 | -19 | i | i | 3 | -3 | 3 | 47 | -9
CC(=O)c1cccc(NC(=O)CNC(=O)Cc2cccc3ccccc23)c1 | -2 | 4 | i | i | 0 | -2 | 5 | -8 | -22

Given comma-delimited: three of the compounds above.
canonical_smiles,NadD inh,Rin1 Abl inh,Rpn11 block,Neddyl block,MT1-MMP act inh,CSN deneddyl inh,PABP1 MLLE inh,FAS TE block,SKN-1 inh
Cc1ccc(S(=O)(=O)N(C)C)cc1NC(=O)CSc1nc2ccccc2c(=O)n1CC1CCCO1 (centres undefined),-2,-1,i,i,-5,2,-14,6,-4
COC(=O)N1C(=O)[C@](CC(C)C)(c2ccccc2)N1C(=O)OC,-1,2,i,i,-2,7,11,85*,9
CC(=O)Cn1c(N2CCC(Cc3ccccc3)CC2)nc2c1c(=O)[nH]c(=O)n2C,5,4,i,i,1,-8,1,-22,0

Next part:
SMILES | NadD inh | Rin1 Abl inh | Rpn11 block | Neddyl block | MT1-MMP act inh | CSN deneddyl inh | PABP1 MLLE inh | FAS TE block | SKN-1 inh
CCOC(=O)c1ccc(N2C(=O)C(O)=C(C(C)=O)C2c2ccc([N+](=O)[O-])cc2)cc1 (centres undefined) | 6 | -4 | i | i | 1 | -1 | 2 | 2 | 11
COc1ccc(CCC2(C)NC(=O)N(C(C)C(=O)Nc3ccccc3F)C2=O)cc1 (centres undefined) | -5 | 2 | i | i | 0 | 0 | -5 | -6 | 15
COc1ccc(N(CC(=O)Nc2ccc(Cl)cc2)S(=O)(=O)c2c(C)n[nH]c2C)cc1 | -3 | -3 | i | i | -1 | 4 | -11 | 9 | 6
O=C(C1CCN(S(=O)(=O)c2ccccc2[N+](=O)[O-])CC1)N1CCOCC1 | 5 | 0 | i | i | -1 | 4 | 4 | -3 | -1
CN(C)CCCNC(=S)N1CCC(C(=O)c2ccc(Cl)cc2)CC1 | -6 | 3 | i | i | 0 | -3 | -128 | -11 | 10
CSc1ccc(C(=O)C2CCCN(Cc3cccn3-c3cccnc3)C2)cc1 (centres undefined) | -5 | -1 | i | i | -1 | -5 | -7 | 15 | 2
COc1cccc(CNC(=O)c2cc(=O)[nH]c3ccc(S(=O)(=O)N4CCOCC4)cc23)c1 | 1 | 3 | i | i | 0 | -5 | -1 | -2 | -3
O=C(Nc1cc(Cl)ccc1Cl)P(=O)(O)c1ccccc1 | 2 | -4 | i | i | 2 | -3 | -3 | -3 | 1
Cc1cc2c(NCC(C)O)ncnc2s1 (centres undefined) | -2 | -3 | i | i | 3 | 5 | 12 | -7 | 20
O=[N+]([O-])c1ccc(-c2ccc(/C=N/Nc3nc(NCc4ccccc4)nc(N4CCOCC4)n3)o2)cc1 | 23 | -1 | x | i | -49 | 25 | -132 | 35 | 0
Cc1cc(OCC(=O)NCCO)ccc1Cl | 0 | 5 | i | i | 3 | -3 | 4 | -9 | 11
CCCCNc1ccc(C(CC(N)=O)NC(=O)Cc2cccc3ccccc23)cc1[N+](=O)[O-] (centres undefined) | -3 | 5 | i | i | 12 | 4 | -27 | -7 | 30
CN(c1ccccc1)S(=O)(=O)c1ccc(NC(=S)Nc2ccccc2)cc1 | 1 | -6 | i | i | 0 | 2 | 24 | 9 | -6
CC1CCCCC1NC(=O)CSc1nnnn1-c1ccccc1 (centres undefined) | -4 | 0 | i | i | 0 | 0 | -3 | -2 | -1
CC(=O)NC(Cc1ccccc1)C(=O)NC1CCN(C(=O)c2cnccn2)CC1 (centres undefined) | -4 | 2 | i | i | -3 | 3 | 8 | -4 | 4
Cc1cc(OCC(=O)NCCc2c[nH]c3ccccc23)c2c(C)cc(=O)oc2c1 | 1 | -2 | i | i | 5 | 6 | -4 | 15 | 6
CN=C(NC1CCCCC1)c1ccc([N+](=O)[O-])cc1 | -1 | 1 | i | i | -1 | 3 | 0 | -7 | 20
COc1ccc(CNC(=O)c2cc(C3CC3)nc3c2cnn3C(C)C)cc1OC | -3 | 3 | i | i | 11 | -4 | -2 | 4 | 5
O=[N+]([O-])c1ccc(O)c2ncccc12 | 5 | -1 | i | i | 7 | 2 | 1 | 18 | -7
Cc1ccc(NC(=O)COC(=O)C2CCC(=O)N2)c([N+](=O)[O-])c1 (centres undefined) | 2 | 1 | i | i | 1 | 6 | 8 | -3 | 10

A portion from the list above, for reference:
SMILES | NadD inh | Rin1 Abl inh | Rpn11 block | Neddyl block | MT1-MMP act inh | CSN deneddyl inh | PABP1 MLLE inh | FAS TE block | SKN-1 inh
COc1ccc(CNC(=O)c2cc(C3CC3)nc3c2cnn3C(C)C)cc1OC | -3 | 3 | i | i | 11 | -4 | -2 | 4 | 5
O=[N+]([O-])c1ccc(O)c2ncccc12 | 5 | -1 | i | i | 7 | 2 | 1 | 18 | -7

Continuation:
SMILES | NadD inh | Rin1 Abl inh | Rpn11 block | Neddyl block | MT1-MMP act inh | CSN deneddyl inh | PABP1 MLLE inh | FAS TE block | SKN-1 inh
O=C(COc1ccccc1O)N1CCN(C(=O)c2ccco2)CC1 | -7 | 1 | i | i | 3 | 7 | -5 | -3 | -7
COc1cc(N2CCCC2)c(OC)cc1/C=C(/C#N)c1cccc(Br)c1 | 9 | 0 | x | i | -255 | 40* | -129 | -18 | 46*
O=C(Nc1ccc(Cl)cc1)c1ccc(OC2CSC2)cc1 | 4 | 1 | i | i | 1 | -3 | 3 | -1 | 4
CCOc1ccc(N2CC(C(=O)Nc3ccccc3N3CCCC3)CC2=O)cc1 (centres undefined) | -3 | 3 | i | i | -3 | -5 | -11 | -4 | -6
CN(CC(=O)O/N=C(\N)c1ccccn1)S(=O)(=O)c1ccccc1 | -2 | 4 | i | i | 2 | 1 | -15 | -2 | 25
CCCCCCSc1ccc([C@H]2N[C@@](Cc3ccccc3)(C(=O)OC)[C@H]3C(=O)N(C)C(=O)[C@@H]23)cc1 | -11 | 2 | i | i | -6 | -2 | 9 | 32 | 16
O=C(CN1C(=O)NC2(CCOc3ccccc32)C1=O)c1ccc(Cl)s1 (centres undefined) | -1 | 2 | i | i | 0 | 0 | -11 | 6 | -8
O=C(Cc1ccccc1F)NNC(=O)c1cccs1 | 2 | -1 | i | i | 2 | -3 | 8 | -7 | 12
O=C(CSC1=NS(=O)(=O)c2cc(F)ccc2N1)NCc1ccc(F)cc1 | -1 | -2 | i | i | -2 | 0 | 2 | -1 | -14
COc1cc(Nc2ccc(S(=O)(=O)N3CCN(C)CC3)cc2[N+](=O)[O-])cc(OC)c1 | -3 | -5 | i | i | 0 | -1 | 16 | 10 | 10
COC(=O)C[C@H]1C[C@@H]2c3cc(NC(=O)Nc4ccccc4)ccc3O[C@@H]2[C@@H](CO)O1 | 2 | 0 | i | i | 4 | -2 | -14 | -5 | -9
CCN1C(=O)[C@H]2[C@@H](c3ccc(-c4cccc(Cl)c4)c(OC)c3)N3CCCC[C@@]3(C(=O)OC)[C@H]2C1=O | -8 | -3 | i | i | -12 | 2 | 6 | 30 | 11
CCOC(=O)c1ccc(NC(=O)N2CCN(CCc3ccccc3)CC2)cc1 | -6 | 0 | i | i | 1 | -3 | 2 | 0 | 14
Cc1c(C(=O)O)oc2ccc(S(=O)(=O)N(CC(C)C)CC(C)C)cc12 | 6 | -5 | i | i | -4 | 3 | 0 | -2 | 2
COc1ccc(N(CC(=O)NCc2ccccc2)C(=O)Cn2nnc(-c3ccccc3F)n2)cc1OC | 1 | 4 | i | i | -2 | -4 | -4 | -6 | 5
Cc1ccc(C(=O)c2coc3ccc(O)c(CN(C)C)c23)cc1 | -10 | -1 | i | i | -1 | -3 | -5 | -8 | 2
O=C(COC(=O)C1C2CC3OC(=O)C1C3C2)Nc1ccc(Cl)cc1 (centres undefined) | -3 | 2 | i | i | -1 | 2 | 4 | 1 | 13
Cc1nc2c3ccccc3nc(NNC(=O)CCC(=O)NCCC(C)C)n2n1 | -2 | -3 | i | i | 2 | -1 | 3 | -2 | 9
COc1cc(C)c(NC(c2ccccc2)c2ccccc2)cc1OC | 2 | 0 | i | i | 1 | 10 | -3 | 21 | -3
COc1cc2oc(=O)ccc2cc1-c1c(OC)ccc2ccc(=O)oc12 | -1 | -2 | i | i | -1 | -3 | 4 | 3 | -4
Cc1cc(Cl)nc2ccc(Cc3ccc4nc(Cl)cc(C)c4c3)cc12 | 16 | -3 | i | i | 4 | 0 | -4 | 24 | 10
NC(=O)c1cccc(NC(=O)CCCCC(=O)Nc2cccc(C(N)=O)c2)c1 | -2 | -3 | i | i | -5 | 1 | -17 | -6 | -13
